Assay outcomes (PubChem)
Rac1 wt modul: wildtype Rac1 GTP binding modulators, primary screen, biochemical, GST-Rac1 beads, flow cytometry, multiplex; 190,000 tested, 0.27% active; GTP binding activity (% of control), % at 10 µM; fluorescent GTP binding; actives lie on both sides; 0 = cold GTP competed, 100 = untreated; AID 757, 2007; Ras-related C3 botulinum toxin substrate 1 (Homo sapiens), P63000;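 active means GTP binding activity at least 20 points away from the 100% control level, either lower or higher; inconclusive means compound flagged as likely green fluorescent, judged across all proteins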
Cdc42 wt GTP: modulators of GTP binding to wildtype Cdc42, primary screen, biochemical, multiplex bead flow cytometry, Bodipy-GTP. Cell division control protein 42 homolog (Homo sapiens), P60953. GST-Cdc42 beads; actives lie on both sides. percent activity (GTP binding), % at 10 µM. 190,000 tested, 0.2% active. AID 761, 2007;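 active means percent activity GTP binding at least 20 points away from the 100% baseline, either down as inhibitor or up as activator; inconclusive means compound flagged as likely green fluorescent from well-wide comparison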;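 further: median bead fluorescence of bound Bodipy-FL-GTP at 100 nM; 0% = excess unlabeled GTP control and 100% = no compound control; below 100% means less GTP binding so inhibitor and above means activator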
Pf gamet viab: late stage P. falciparum gametocyte viability inhibitors, primary screen, ATP luminescence, HTS; inhibition, % at 10.9 µM; AID 743093, 2013; P. falciparum stage V gametocytes, 24 h; 150,000 tested, 0.065% active;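 active means inhibition above the mean plus 3 SD of compounds within the control limits, set per campaign, cut at about 38% in these data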;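 further: 0% = DMSO wells and 100% = medium only without gametocytes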
GSH fluor: compound fluorescence on glutathione beads, profiling panel, artefact control, biophysical, 488/530 nm, flow cytometry; AID 1776, 2009; fluorescence (KMESF) at 10 µM; GSH beads flow cytometry, compound fluorescence 488/530 nm; stronger effect = higher value; 190,000 tested, 0.25% active; in the data active means fluorescence above about 89;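 further: glutathione beads carrying GST-tagged Bcl family fusion proteins plus one bare bead set; values are compound well signal with DMSO vehicle wells as background; inactives centre near 16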
Avidin fluor: green autofluorescence of compounds with avidin beads – biophysical, 488/530 nm, flow cytometry, artefact control, profiling panel; fluorescence (KMESF) at 10 µM; compound fluorescence 488/530 nm; stronger effect = higher value; 220,000 tested, 0.38% active; in the data active means fluorescence above about 47; further: inactives centre near 10
ABCB1 block: ABCB1 efflux pump inhibitors, primary screen, cell-based, multiplex, flow cytometry, ABCG2 counter-screen; inhibition, % at 6.6 µM; ATP-dependent translocase ABCB1 (Homo sapiens), P08183; 190,000 tested, 0.067% active; AID 1326, 2008; CCRF-Adr cells, JC-1 efflux; in the data active means inhibition above about 40%;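 further: 0% = vehicle and 100% = reference inhibitor; higher value means more JC-1 retained so stronger ABCB1 efflux block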
Target sequence (P08183 whole entry, looked up): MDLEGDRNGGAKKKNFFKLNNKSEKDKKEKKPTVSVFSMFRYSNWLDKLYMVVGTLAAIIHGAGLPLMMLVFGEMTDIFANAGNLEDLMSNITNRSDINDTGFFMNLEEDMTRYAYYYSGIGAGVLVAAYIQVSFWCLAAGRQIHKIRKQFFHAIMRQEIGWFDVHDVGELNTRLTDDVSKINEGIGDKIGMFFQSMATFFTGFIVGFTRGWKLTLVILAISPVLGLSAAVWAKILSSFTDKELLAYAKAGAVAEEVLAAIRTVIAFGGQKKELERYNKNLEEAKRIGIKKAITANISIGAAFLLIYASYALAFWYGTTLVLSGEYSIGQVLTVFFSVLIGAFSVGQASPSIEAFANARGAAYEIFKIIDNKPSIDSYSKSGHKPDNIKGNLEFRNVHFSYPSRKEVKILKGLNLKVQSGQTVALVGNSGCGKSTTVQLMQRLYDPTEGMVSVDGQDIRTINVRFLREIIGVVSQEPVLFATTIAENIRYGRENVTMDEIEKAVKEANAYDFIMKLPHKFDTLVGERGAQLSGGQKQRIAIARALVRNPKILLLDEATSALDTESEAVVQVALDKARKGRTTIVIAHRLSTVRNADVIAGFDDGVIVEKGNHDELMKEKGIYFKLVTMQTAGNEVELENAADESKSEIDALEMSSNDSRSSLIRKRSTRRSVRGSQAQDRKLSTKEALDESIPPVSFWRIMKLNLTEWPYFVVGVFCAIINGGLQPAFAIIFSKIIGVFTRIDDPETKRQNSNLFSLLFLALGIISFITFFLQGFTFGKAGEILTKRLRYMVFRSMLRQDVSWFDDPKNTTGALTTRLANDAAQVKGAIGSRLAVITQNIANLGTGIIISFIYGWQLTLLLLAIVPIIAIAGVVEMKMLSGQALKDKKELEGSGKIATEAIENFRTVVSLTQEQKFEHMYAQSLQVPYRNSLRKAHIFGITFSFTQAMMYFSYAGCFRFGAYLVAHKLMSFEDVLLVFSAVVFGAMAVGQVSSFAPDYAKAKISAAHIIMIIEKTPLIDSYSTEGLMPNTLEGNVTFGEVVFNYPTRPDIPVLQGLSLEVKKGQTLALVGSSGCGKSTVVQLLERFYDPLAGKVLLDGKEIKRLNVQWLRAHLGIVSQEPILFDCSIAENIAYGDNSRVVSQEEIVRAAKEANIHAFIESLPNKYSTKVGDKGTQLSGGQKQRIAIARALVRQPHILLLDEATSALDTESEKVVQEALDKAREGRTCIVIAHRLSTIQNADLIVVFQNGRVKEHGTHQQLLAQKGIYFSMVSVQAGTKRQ
Rac1 act GTP bind: GTP binding modulators of activated mutant Rac1, primary screen, biochemical, bead-based flow cytometry, multiplex, fluorescent GTP; AID 764, 2007; percent activity (GTP binding), % at 10 µM; Ras-related C3 botulinum toxin substrate 1 (Homo sapiens), P63000; 190,000 tested, 0.11% active; GST-Rac1 activated beads; actives lie on both sides; 100% means binding = to untreated wells;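 active means GTP binding at least 20 percentage points away from the 100% baseline, in either direction, so actives lie on both sides; inconclusive means Compound likely fluorescent itself, or too few beads counted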
HRas wt GTP bind: modulators of GTP binding to HRas wildtype, primary screen, biochemical, bead-based flow cytometry, multiplex | GTP binding activity, % at 10 µM | GST-Ras wt beads, Bodipy-FL-GTP binding; actives lie on both sides | 190,000 tested, 0.14% active;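 active means GTP binding activity at least 20% away from the 100% baseline, either lowered as inhibitor or raised as activator; inconclusive means flagged as likely green fluorescent, judged across all proteins in the well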;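 further: 0% = unlabeled GTP competition control and 100% = no-compound control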
Rab7 wt GTP bind: modulators of GTP binding to Rab7, primary screen, biochemical, wildtype, multiplex bead flow cytometry; Rab7 GTPase wild type (dog), Bodipy-FL-GTP binding; GST-Rab7 beads, fluorescent GTP binding; actives lie on both sides; untreated = 100%, excess cold GTP = 0%; AID 758, 2007; GTP binding activity (percent of control), % at 10 µM; 190,000 tested, 0.055% active;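 active means fluorescent GTP binding to Rab7 beads changed by at least 20 points from the 100% baseline, either direction, mostly lower; inconclusive means compound itself probably fluorescent, or too few beads counted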;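 further: median green fluorescence of bound Bodipy-FL-GTP per Rab7 bead population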
ABCG2 inh: ABCG2 efflux pump inhibitors, primary screen, multiplex with ABCB1, IgMXP3 cells, flow cytometry. Broad substrate specificity ATP-binding cassette transporter ABCG2 (Homo sapiens), Q9UNQ0. JC-1 efflux. inhibition, % at 6.6 µM. 190,000 tested, 0.1% active;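 active means inhibition above 80%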;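 further: 0% = DMSO and 100% = nicardipine control wells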
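Incubation: cells with compound and JC-1, 10 min at 25 °C, rotating, no wash / Test system: IgMXP3 (ABCG2) plus far-red-tagged CCRF-Adr (ABCB1) cells / Compound dosing: one concentration, 6.6 µM final / Also added: JC-1 fluorescent substrate / Evaluation: efflux inhibition in percent versus controls / Detection: flow cytometry, 530 nm JC-1 signal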
Rab2A wt mod: modulators of GTP binding to Rab2A wildtype, primary screen, biochemical, dog, bead-based flow cytometry, multiplex | 190,000 tested, 0.19% active | Ras-related protein Rab-2A (Canis lupus familiaris), P61105 | GTP binding activity, % at 10 µM | GST-Rab2 wt beads, Bodipy-GTP binding;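 active means GTP binding activity at least 20 points away from 100%, either lowered or raised; inconclusive means signal likely due to the compound's own green fluorescence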;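 further: 0% = beads with excess unlabeled GTP and 100% = no-compound control corrected for plate trend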
The depositor's hits bear a star; u = inconclusive; x = no result given.

Order of values: Rac1 wt modul	Cdc42 wt GTP	Pf gamet viab	GSH fluor	Avidin fluor	ABCB1 block	Rac1 act GTP bind	HRas wt GTP bind	Rab7 wt GTP bind	ABCG2 inh	Rab2A wt mod
CCCCOc1ccc(/C(O)=C2/C(=O)C(=O)N(CCN(C)C)C2c2ccc(O)c(OC)c2)cc1 (stereo not given)
    101.0	101.0	x	13	22	0.2	98.0	97.0	97.0	1.2	96.0
Oc1ccc2c(c1)C1CCCC1(N1CCOCC1)O2 (stereo not given)
    108.0	101.0	x	24	14	0.0	100.0	101.0	97.0	-0.7	99.0
CCC(=O)N1CCc2cc(S(=O)(=O)NCCC(=O)Nc3cc(C)cc(C)c3)ccc21
    103.0	103.0	x	31	16	0.9	98.0	99.0	100.0	9.6	100.0
COc1ccc(C)cc1N(C(=O)c1cccc(F)c1)c1nc2ccccc2s1
    99.0	99.0	5.2	11	7	0.5	100.0	100.0	99.0	-0.5	98.0
O=C(c1cc2c(ccc3ccccc32)o1)N1CCN(c2ncc(C(F)(F)F)cc2Cl)CC1
    91.0	96.0	x	277*	8	0.3	87.0	97.0	96.0	1.3	91.0
CCn1c(SCC(=O)NC2CCCc3ccccc32)nnc1-c1ccncc1 (stereo not given)
    101.0	98.0	x	10	5	0.7	96.0	98.0	97.0	14.8	97.0
CCOc1ccc(-n2c(SCC(=O)Nc3ccccc3C)n[nH]c2=O)cc1
    107.0	106.0	-5.9	21	11	-2.6	101.0	105.0	99.0	-1.8	106.0
CCn1c(=O)c(C(=O)NCCc2ccccc2)c(O)c2ccccc21
    89.0	99.0	x	10	11	0.6	99.0	97.0	102.0	4.1	103.0
CCC(NC(=O)Cn1cnc2c(=O)n(C)c(=O)n(C)c21)c1ccccc1 (stereo not given)
    105.0	102.0	8.4	29	23	0.4	100.0	101.0	101.0	1.7	102.0
CC(C)CC(=O)Nc1ccccc1N1CCN(C(=O)c2ccccc2)CC1
    103.0	105.0	13.8	19	6	1.4	101.0	103.0	100.0	2.3	106.0
Cn1c(SCC(=O)NCc2ccc(F)cc2)nc2ccccc21
    108.0	107.0	-1.3	15	21	0.0	102.0	102.0	100.0	0.2	103.0
c1ccn2c(SCc3cn4ccsc4n3)nnc2c1
    101.0	104.0	5.0	15	12	0.5	101.0	104.0	102.0	2.5	102.0
CC(=O)Nc1ccc2c(c1)C(=O)N(C1CCCCC1)C2=O
    101.0	101.0	x	18	6	0.2	98.0	99.0	101.0	1.4	99.0
O=C(O/N=C(/c1ccccc1)c1ccncc1)c1ccc(F)cc1
    94.0	95.0	8.2	12	8	-1.0	92.0	94.0	103.0	-2.4	97.0
COc1ccc(NC(=O)c2ccc(-c3ccc([N+](=O)[O-])cc3)o2)cc1OC
    98.0	98.0	-8.4	15	13	0.9	95.0	98.0	98.0	9.0	96.0
C=CCn1c(=O)c2ccccc2n2c(SCC(=O)N3CCCc4ccccc43)nnc12
    101.0	102.0	x	24	11	1.0	98.0	102.0	102.0	4.4	102.0
Cc1ccc(C(=O)Nc2cccc(-c3cnc4ccccc4n3)c2)cc1
    101.0	98.0	x	3	5	0.3	97.0	95.0	95.0	3.5	95.0
O=C1CSC2(C(=O)N3CCCc4cccc2c43)N1c1cccc(C(F)(F)F)c1 (stereo not given)
    102.0	102.0	x	17	31	0.6	100.0	102.0	100.0	1.3	99.0
O=S(=O)(NCc1ccccn1)c1ccc(F)cc1
    103.0	103.0	x	26	10	0.5	98.0	101.0	99.0	12.6	100.0
CC(=O)Oc1ccc(Cl)cc1/C=C/c1ccc2ccccc2n1
    103.0	99.0	x	10	35	-0.4	99.0	97.0	98.0	51.1	97.0
O=C1N(c2cccc3ccccc23)C(c2ccccc2)N2CCCN12 (stereo not given)
    u	u	x	12	3	x	u	u	u	19.7	u
Cc1cc(C)nc(NN=C2CCCC2)n1
    102.0	102.0	x	11	11	0.0	96.0	98.0	98.0	3.7	96.0
CCN(CC)S(=O)(=O)c1ccc(OCCNS(C)(=O)=O)cc1
    98.0	100.0	22.8	14	6	0.7	100.0	98.0	103.0	0.6	99.0
CCc1cc(C(c2ccc(F)cc2)N2CCOCC2)c(NC(=O)c2ccccc2)s1 (stereo not given)
    100.0	98.0	x	10	10	0.2	99.0	100.0	101.0	2.8	101.0
CNC(=O)CN(c1cccc(Br)c1)S(C)(=O)=O
    95.0	99.0	x	21	12	0.7	92.0	95.0	96.0	11.5	94.0
O=C(O)c1c2c(nc3ccc(S(=O)(=O)N4CCC(C(=O)N5CCCCC5)CC4)cc13)CCCC2
    98.0	99.0	x	28	7	0.2	95.0	97.0	96.0	1.5	99.0
CN(c1cccc(Cl)c1)S(=O)(=O)c1cccc(C(=O)Nc2nc3ccccc3[nH]2)c1
    102.0	99.0	x	11	6	0.6	97.0	97.0	99.0	2.9	97.0
CCN(Cc1ccncc1)C(=O)CCc1nnc(CCC2CCCCC2)o1
    95.0	94.0	13.8	16	10	-2.2	93.0	90.0	92.0	-5.6	93.0
CCOc1ccc(S(=O)(=O)NCc2ccco2)c2ccccc12
    102.0	98.0	16.5	28	10	0.8	98.0	96.0	96.0	3.4	95.0
O=C(NCc1ccco1)C(Cc1ccccc1)N1C(=O)C2C3C=CC(C3)C2C1=O (stereo not given)
    96.0	98.0	18.4	11	24	0.6	96.0	100.0	101.0	1.3	97.0
CC(Sc1ccccc1)C(=O)NN=C1CCCCCCC1 (stereo not given)
    101.0	96.0	-5.0	12	10	0.2	96.0	97.0	103.0	1.0	98.0
N/C(=N\OC(=O)CCC1CCCCC1)c1cccnc1
    104.0	106.0	-36.9	23	9	0.3	100.0	104.0	103.0	1.0	105.0
CC(NC(=O)Nc1nccs1)(C(F)(F)F)C(F)(F)F
    105.0	104.0	x	12	12	0.1	101.0	104.0	106.0	4.7	102.0
CC(C)NCC(O)(c1ccc(Cl)cc1)c1ccc(Cl)cc1
    97.0	96.0	1.3	15	12	0.3	97.0	95.0	103.0	1.9	101.0
CN(C)/C=C/C(=O)c1ccc(C(F)(F)F)cc1F
    96.0	98.0	-16.9	-1	3	-1.2	96.0	97.0	96.0	-0.9	98.0
C=CCOc1ccc(C2/C(=C(\O)c3ccc(F)cc3)C(=O)C(=O)N2CCCN(C)C)cc1 (stereo not given)
    103.0	102.0	-1.0	50	6	-0.1	101.0	103.0	103.0	-0.2	102.0
O=C(CCc1ccccc1)Nc1c(F)c(F)c(F)c(F)c1F
    105.0	104.0	x	33	6	-2.4	102.0	104.0	100.0	-2.7	103.0
O=C(CSCC(=O)Nc1nccs1)Nc1ccccc1
    106.0	107.0	x	19	10	0.3	101.0	105.0	104.0	2.0	107.0
Cc1ccc(/C=C/C(=O)NC2CCS(=O)(=O)C2)cc1 (stereo not given)
    96.0	92.0	-2.0	12	22	-0.6	96.0	98.0	98.0	-2.9	96.0
Oc1c(Cl)cc(Cl)c2cccnc12
    93.0	90.0	-3.9	19	8	-1.1	87.0	89.0	95.0	-7.0	87.0
COc1ccc(N2C(=O)CC(Sc3ncn[nH]3)C2=O)c(OC)c1 (stereo not given)
    98.0	100.0	x	69	6	0.2	98.0	98.0	95.0	0.7	99.0
O=c1c2ccccc2nc2ccc(N3CCOCC3)nn12
    94.0	101.0	14.7	6	9	0.2	97.0	99.0	102.0	1.5	97.0
CCc1nccn1S(=O)(=O)c1ccc2ccc(C)cc2c1
    97.0	92.0	15.9	35	16	0.7	92.0	96.0	94.0	4.8	93.0
CC(C)NC(=O)NC(=O)COC(=O)c1cc[n+]([O-])cc1
    100.0	98.0	-16.9	16	8	-0.1	96.0	98.0	105.0	6.8	100.0
